Myeloid diff MLP – induction of myeloid progenitor differentiation, primary screen, cell-based, flow cytometry, MLPCN library; ER-HoxA9 myeloid progenitors, lysozyme-GFP differentiation; calls only at 10 µM; actives 1% (n = 360,000);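 active = normalized GFP-positive differentiation at or above the plate's own cutoff, the solvent-only control mean plus 3 SD; inconclusive = no clear call, values can overlap the other calls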;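 note: cells exposed to compound for four days before flow analysis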
NS5 inhibitors – Dengue-2 NS5 methyltransferase inhibitors, primary screen, biochemical, confirmation dose response (AID 588689); Dengue-2 NS5 methyltransferase capping enzyme assay, biochemical; higher % means a stronger effect; inhibition, % at 25 µM; hits with a dose series show IC50 in µM; actives 0.3% (n = 340,000); in the data active = a potency from the dose series; inconclusive = inhibition above about 29% without an active follow-up result
NS5 inhibitors pilot replicate – further read-out of NS5 inhibitors, marked with its call; inhibition, %; measured here: pilot screen replicate inhibition
Myeloid diff MLP GFP+ MAC1+ % – second read-out of Myeloid diff MLP, no call of its own (marks repeat the call); GFP+ MAC1+ double positive, %; measured here: differentiation confirmed by MAC1 staining
An asterisk follows results filed as active.

For Cc1ccc(NC(=O)COc2coc(CN3CCc4ccccc43)cc2=O)c(C)c1 the results were Myeloid diff MLP inactive, NS5 inhibitors -2.9% and Myeloid diff MLP GFP+ MAC1+ % 0.6.
`CSc1nc(N)nc2c1ncn2CC(=O)NCCNc1ccc([N+](=O)[O-])cn1` gave Myeloid diff MLP inactive, NS5 inhibitors -2.3%, NS5 inhibitors pilot replicate 2.1 and Myeloid diff MLP GFP+ MAC1+ % 0.7.
S=C(NNC(=S)Nc1ccc(Cl)cc1)NNc1ccccc1 was read as Myeloid diff MLP inactive, NS5 inhibitors -4.6% and Myeloid diff MLP GFP+ MAC1+ % 0.8.
`CC1CCN(S(=O)(=O)c2ccc(NC(=O)CN3C(=O)NC(C)(c4ccccc4)C3=O)cc2)CC1` (stereo unspecified) gave Myeloid diff MLP inactive, NS5 inhibitors 4.3% and Myeloid diff MLP GFP+ MAC1+ % 1.4.
For Cc1ccc(S(=O)(=O)N(C)c2ccc(C(=O)NCC(c3ccco3)N(C)C)cc2)cc1 (stereo unspecified) the results were Myeloid diff MLP inactive, NS5 inhibitors -10.9% and Myeloid diff MLP GFP+ MAC1+ % 1.4.
Screening CCO[C@H]1OC(C(=O)NCc2nc3ccccc3[nH]2)=C[C@@H](c2ccc3c(c2)OCO3)[C@@H]1CCCO returned Myeloid diff MLP inactive, NS5 inhibitors 0.8% and Myeloid diff MLP GFP+ MAC1+ % 1.3.
CCCN1C(=O)C(=O)c2cc(Cl)ccc21 was read as Myeloid diff MLP inconclusive, NS5 inhibitors -7.3% and NS5 inhibitors pilot replicate -4.3.
N#CCCN(C(=S)Nc1ccc(Cl)c(Cl)c1)C1CCCCC1 was read as Myeloid diff MLP inactive, NS5 inhibitors -10.9% and Myeloid diff MLP GFP+ MAC1+ % 0.8.
C[C@H]1CN([C@@H](C)CO)S(=O)(=O)c2ccc(/C=C/c3ccccc3)cc2O[C@H]1CN(C)C(=O)NC1CCCCC1 was read as Myeloid diff MLP inactive, NS5 inhibitors -7.4% and Myeloid diff MLP GFP+ MAC1+ % 1.3.
Screening CCN(CC(=O)Nc1c(F)cccc1F)C(=O)C1CC(=O)N(CCc2ccc(OC)c(OC)c2)C1 (stereo unspecified) returned Myeloid diff MLP inactive, NS5 inhibitors -5.9% and Myeloid diff MLP GFP+ MAC1+ % 0.6.
For O=C(COC(=O)CNC(=O)c1ccccc1F)Nc1ncc(Cl)cc1Cl the results were Myeloid diff MLP inactive, NS5 inhibitors 5.9% and Myeloid diff MLP GFP+ MAC1+ % 0.7.
For O=C(CCc1c[nH]c2ccccc12)OCC(=O)N1CCN(S(=O)(=O)c2ccccc2)CC1 the results were Myeloid diff MLP inactive, NS5 inhibitors -7.2% and Myeloid diff MLP GFP+ MAC1+ % 1.1.
Screening CCCCN1CC(COCc2ccccc2)Oc2cccc(Oc3ccc(OC)cc3)c2S1(=O)=O (stereo unspecified) returned Myeloid diff MLP inactive, NS5 inhibitors -5.2% and Myeloid diff MLP GFP+ MAC1+ % 1.1.
For CCOC(=O)c1cc(-c2ccccc2)nn1Cc1cc(C)no1 the results were Myeloid diff MLP inactive, NS5 inhibitors -7.5% and Myeloid diff MLP GFP+ MAC1+ % 2.9.
Screening CC(=O)n1cc(C2CC(=O)OC3=C2CC(=O)C(C)(C)C3)c2ccccc21 (stereo unspecified) returned Myeloid diff MLP inactive, NS5 inhibitors 6.9% and Myeloid diff MLP GFP+ MAC1+ % 0.8.

Ordered by length of the SMILES (lowest first): some entries from above
CCCN1C(=O)C(=O)c2cc(Cl)ccc21 was read as Myeloid diff MLP inconclusive, NS5 inhibitors -7.3% and NS5 inhibitors pilot replicate -4.3.
S=C(NNC(=S)Nc1ccc(Cl)cc1)NNc1ccccc1 was read as Myeloid diff MLP inactive, NS5 inhibitors -4.6% and Myeloid diff MLP GFP+ MAC1+ % 0.8.
For Cc1ccc(NC(=O)COc2coc(CN3CCc4ccccc43)cc2=O)c(C)c1 the results were Myeloid diff MLP inactive, NS5 inhibitors -2.9% and Myeloid diff MLP GFP+ MAC1+ % 0.6.
`CSc1nc(N)nc2c1ncn2CC(=O)NCCNc1ccc([N+](=O)[O-])cn1` gave Myeloid diff MLP inactive, NS5 inhibitors -2.3%, NS5 inhibitors pilot replicate 2.1 and Myeloid diff MLP GFP+ MAC1+ % 0.7.
Screening CCO[C@H]1OC(C(=O)NCc2nc3ccccc3[nH]2)=C[C@@H](c2ccc3c(c2)OCO3)[C@@H]1CCCO returned Myeloid diff MLP inactive, NS5 inhibitors 0.8% and Myeloid diff MLP GFP+ MAC1+ % 1.3.

Continuation:
Screening CC(=O)C[C@H]1c2cc(C(F)(F)F)ccc2S(=O)(=O)N1C1CCCC1 returned Myeloid diff MLP inactive, NS5 inhibitors -13.0% and Myeloid diff MLP GFP+ MAC1+ % 0.8.
Screening Cc1ccc(OCCNc2ccc(S(=O)(=O)N3CCCC3)cn2)cc1 returned Myeloid diff MLP inactive, NS5 inhibitors 0.0% and Myeloid diff MLP GFP+ MAC1+ % 0.3.
For Nc1ccccc1/C=C/c1ccccc1N the results were Myeloid diff MLP inactive, NS5 inhibitors -2.3% and Myeloid diff MLP GFP+ MAC1+ % 1.9.
`CCc1ccc(C(=O)NNC(=O)C2CC(=O)N(Cc3ccccc3)C2)cc1` (stereo unspecified) gave Myeloid diff MLP inactive, NS5 inhibitors -8.0% and Myeloid diff MLP GFP+ MAC1+ % 1.0.
For CC(=O)c1ccc(S(=O)(=O)Nc2ccc(C(=O)NCC(c3ccco3)N3CCCC3)cc2)cc1 (stereo unspecified) the results were Myeloid diff MLP inactive, NS5 inhibitors -1.7% and Myeloid diff MLP GFP+ MAC1+ % 0.5.
COc1ccccc1NC(=O)C(C)OC(=O)CSCC(=O)Nc1ccc(C)cc1C (stereo unspecified) was read as Myeloid diff MLP inactive, NS5 inhibitors -2.2% and Myeloid diff MLP GFP+ MAC1+ % 0.6.
For COc1cccc2sc3cc(NCc4ccc(C)o4)ccc3c(=O)c12 the results were Myeloid diff MLP inactive, NS5 inhibitors -2.4% and Myeloid diff MLP GFP+ MAC1+ % 2.6.
Screening COCCNC(=O)C[C@@H]1C[C@H]2c3cc(NC(=O)Nc4ccc(F)cc4)ccc3O[C@H]2[C@H](CO)O1 returned Myeloid diff MLP inactive, NS5 inhibitors -14.5% and Myeloid diff MLP GFP+ MAC1+ % 0.6.
`COCCN(C(=O)COC(=O)CCc1ccc(OC)cc1)c1c(N)n(Cc2ccccc2)c(=O)[nH]c1=O` gave Myeloid diff MLP inactive, NS5 inhibitors 5.2% and Myeloid diff MLP GFP+ MAC1+ % 0.8.
`COc1ccc(CC(=O)Nc2ccc(S(=O)(=O)N3CCOCC3)cc2)cc1` gave Myeloid diff MLP inactive, NS5 inhibitors 0.0% and Myeloid diff MLP GFP+ MAC1+ % 0.6.
Cc1sc2nc(CN3CCOCC3)nc(NS(=O)(=O)c3cc(Cl)ccc3Cl)c2c1C was read as Myeloid diff MLP inactive, NS5 inhibitors 0.0% and Myeloid diff MLP GFP+ MAC1+ % 1.2.
`Cc1cccc(C(C(C(=O)c2ccccc2)N2CCOCC2)N2CCOCC2)c1` (stereo unspecified) gave Myeloid diff MLP inactive, NS5 inhibitors -2.3% and Myeloid diff MLP GFP+ MAC1+ % 0.5.
`CCc1ccccc1NC(=O)CNC(=O)c1ccccc1OCc1c(C)noc1C` gave Myeloid diff MLP inactive, NS5 inhibitors 2.9% and Myeloid diff MLP GFP+ MAC1+ % 1.0.
`O=C(CN1C(=O)NC2(CCCc3ccccc32)C1=O)NCc1cccs1` (stereo unspecified) gave Myeloid diff MLP inactive, NS5 inhibitors -2.3% and Myeloid diff MLP GFP+ MAC1+ % 1.1.
For C[C@@H]1CN([C@H](C)CO)C(=O)Cc2cc(NC(=O)Cn3cnnn3)ccc2O[C@@H]1CN(C)Cc1ccc(Cl)c(Cl)c1 the results were Myeloid diff MLP inactive, NS5 inhibitors -1.6% and Myeloid diff MLP GFP+ MAC1+ % 1.2.
`Cc1occc1-c1nnc(SCC(=O)NC2(C#N)CCCC2)n1C` gave Myeloid diff MLP inactive, NS5 inhibitors 2.9% and Myeloid diff MLP GFP+ MAC1+ % 0.9.
For CC(NC(=O)COC(=O)C1=NN(c2ccccc2)C(=O)CC1)c1ccccc1 (stereo unspecified) the results were Myeloid diff MLP inactive, NS5 inhibitors -0.7% and Myeloid diff MLP GFP+ MAC1+ % 0.6.
COc1ccc(N=Nc2cc(OC)c(N)cc2OC)cc1 was read as Myeloid diff MLP inactive, NS5 inhibitors -2.7% and Myeloid diff MLP GFP+ MAC1+ % 0.4.
CNC(=O)[C@H]1O[C@@H](n2cnc3c(NCc4cccc(I)c4)nc(Cl)nc32)[C@H](O)[C@@H]1O was read as Myeloid diff MLP inactive, NS5 inhibitors -1.5% and Myeloid diff MLP GFP+ MAC1+ % 0.7.
Screening COc1ccc(CNC(=O)Cn2ccc(N)nc2=O)cc1 returned Myeloid diff MLP inactive, NS5 inhibitors -5.5% and Myeloid diff MLP GFP+ MAC1+ % 0.3.
Screening CCC1(CC)C(=O)C2=C3C1[C@H](C(=O)OC)CC(C(=O)OC)C[C@H]3[C@H]1C(=O)N(c3ccccc3)C(=O)[C@H]1[C@H]2C (stereo partly specified) returned Myeloid diff MLP inactive, NS5 inhibitors 0.0% and Myeloid diff MLP GFP+ MAC1+ % 1.8.
N#CCCN(C(=S)NC(=O)c1cccs1)c1ccccc1F was read as Myeloid diff MLP inactive, NS5 inhibitors 8.0% and Myeloid diff MLP GFP+ MAC1+ % 0.8.
`CCCCCN(C(=O)CCC(=O)OCc1ccc(C(C)C)cc1)c1c(N)n(CCCC)c(=O)[nH]c1=O` gave Myeloid diff MLP inactive, NS5 inhibitors -3.6% and Myeloid diff MLP GFP+ MAC1+ % 0.6.
`C=CCOC(=O)C1=C[C@H](C2CCCCC2)C[C@H](OCc2ccc(CO)cc2)O1` gave Myeloid diff MLP inactive, NS5 inhibitors 3.2% and Myeloid diff MLP GFP+ MAC1+ % 0.9.
For Cc1ccc(CN2CCC[C@]3(N[C@H](c4ccc(C(F)(F)F)cc4)[C@@H]4C(=O)N(Cc5ccccc5)C(=O)[C@@H]43)C2=O)cc1 the results were Myeloid diff MLP inactive, NS5 inhibitors -6.2% and Myeloid diff MLP GFP+ MAC1+ % 0.7.
O=C1CCc2cc(NS(=O)(=O)c3ccc([N+](=O)[O-])cc3)cc3c2N1CC3 was read as Myeloid diff MLP inactive, NS5 inhibitors 1.5% and Myeloid diff MLP GFP+ MAC1+ % 0.9.
For Cc1cc(C)c(NC(=O)CNC(=O)COC(=O)CN2C(=O)NC3(CCCC3)C2=O)c(C)c1 the results were Myeloid diff MLP inactive, NS5 inhibitors -10.2% and Myeloid diff MLP GFP+ MAC1+ % 0.5.
O=C(COC(=O)c1ccc(S(=O)(=O)N2CCCCC2)cc1)Nc1ccccc1 was read as Myeloid diff MLP inactive, NS5 inhibitors -7.8% and Myeloid diff MLP GFP+ MAC1+ % 1.5.
C=CCN(c1ccccc1)S(=O)(=O)c1cccc(C(=O)N2CCN(c3ncccn3)CC2)c1 was read as Myeloid diff MLP inactive, NS5 inhibitors -1.6% and Myeloid diff MLP GFP+ MAC1+ % 0.5.
Screening CCN1CCN(S(=O)(=O)c2ccc(Cl)c(C(=O)Oc3ccc(CC(=O)OC)cc3)c2)CC1 returned Myeloid diff MLP inactive, NS5 inhibitors -7.0% and Myeloid diff MLP GFP+ MAC1+ % 1.2.
Screening CC(=O)Nc1cccc(O)c1 returned Myeloid diff MLP inactive, NS5 inhibitors -6.5% and Myeloid diff MLP GFP+ MAC1+ % 1.8.
`CC(Oc1ccccc1)C(=O)NC1CCSc2ccccc21` (stereo unspecified) gave Myeloid diff MLP inactive, NS5 inhibitors -9.9% and Myeloid diff MLP GFP+ MAC1+ % 0.7.
For COc1ccc(NC(=O)N(C)C[C@H]2Oc3c(NC(=O)C4CCCCC4)cccc3C(=O)N([C@H](C)CO)C[C@@H]2C)cc1 the results were Myeloid diff MLP inactive, NS5 inhibitors -7.6%, NS5 inhibitors pilot replicate -10.9 and Myeloid diff MLP GFP+ MAC1+ % 2.3.
Screening COc1cccc(NC(=O)C(c2ccccc2)N2CCN(CC(=O)N3CCOCC3)CC2)c1 (stereo unspecified) returned Myeloid diff MLP inactive, NS5 inhibitors -2.9% and Myeloid diff MLP GFP+ MAC1+ % 1.0.
`CCn1nc(C(=O)Nc2ccccc2N2CCCC2)c2ccccc2c1=O` gave Myeloid diff MLP inactive, NS5 inhibitors -2.9% and Myeloid diff MLP GFP+ MAC1+ % 0.5.
Screening COc1ncnc2c1ncn2CCCNCCN1CCOCC1 returned Myeloid diff MLP inactive, NS5 inhibitors -2.8% and Myeloid diff MLP GFP+ MAC1+ % 0.1.
Screening CC(=O)Nc1ccc(S(=O)(=O)Nc2nc3ccccc3nc2Nc2ccc(C(=O)O)c(O)c2)cc1 returned Myeloid diff MLP inactive, NS5 inhibitors >100µM* and Myeloid diff MLP GFP+ MAC1+ % 2.1.
Screening CCOC(=O)c1c[nH]c2c([N+](=O)[O-])cc(OC)cc2c1=O returned Myeloid diff MLP inactive, NS5 inhibitors -5.4% and Myeloid diff MLP GFP+ MAC1+ % 3.1.
`COc1ccc(OCCOC(=O)CN2C(=O)NC3(CCCC3)C2=O)cc1` gave Myeloid diff MLP inactive, NS5 inhibitors 7.3% and Myeloid diff MLP GFP+ MAC1+ % 1.2.
For O=C1NCCN(CC2CCN(CCc3ccccc3)CC2)C1=O the results were Myeloid diff MLP inactive, NS5 inhibitors -4.0% and Myeloid diff MLP GFP+ MAC1+ % 0.4.
CCN(CC(=O)Nc1ccccc1OC)C(=O)/C=C/c1cccs1 was read as Myeloid diff MLP inactive, NS5 inhibitors -8.7% and Myeloid diff MLP GFP+ MAC1+ % 1.1.

Screening results: PubChem BioAssay, several laboratories

Not all compounds are listed; the hit share may differ from the screen's.
